Compound activity: PubChem, several laboratories
CHRM5 agonist: human M5 muscarinic receptor agonists, primary screen, CHO-K1 cells, Fluo-8 calcium fluorescence; CHO-K1 hM5 cells; 0% DMSO wells, 100% maximal acetylcholine response; 0.19% of 360,000 active; activation, % at 3 µM;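 active = activation above the run's mean over test compounds plus 3 SD, cut at about 23% in these data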;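 also: signal is peak over basal fluorescence ratio across the kinetic read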
M5 antag: human M5 muscarinic receptor antagonists, primary screen, CHO cells, Fluo-8 calcium fluorescence; inhibition, % at 3 µM; Muscarinic acetylcholine receptor M5 (Homo sapiens), P08912; 0.59% of 360,000 active; CHO-hM5 cells, ACh EC80; AID 624040, 2012;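 active = inhibition above a per-plate cutoff, the mean of that plate's test compounds plus 3 SD, cut at about 27% in these data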;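 also: 0% = acetylcholine EC80 with DMSO and 100% = DMSO without agonist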
M4 ag: human M4 muscarinic receptor agonists, primary screen, CHO-K1 cells, Fluo-8 calcium fluorescence. Muscarinic acetylcholine receptor M4 (Homo sapiens), P08173. CHO-K1 hM4/Gqi5; vehicle 0%, full acetylcholine response 100%. activation, % at 3 µM. 0.14% of 360,000 active;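 active = activation above the run mean over all test wells plus 3 SD, cut at about 32% in these data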;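 also: peak over basal fluorescence ratio per well then scaled between controls; 0% = DMSO wells and 100% = acetylcholine at EC100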
Target sequence (P08173 whole entry, looked up): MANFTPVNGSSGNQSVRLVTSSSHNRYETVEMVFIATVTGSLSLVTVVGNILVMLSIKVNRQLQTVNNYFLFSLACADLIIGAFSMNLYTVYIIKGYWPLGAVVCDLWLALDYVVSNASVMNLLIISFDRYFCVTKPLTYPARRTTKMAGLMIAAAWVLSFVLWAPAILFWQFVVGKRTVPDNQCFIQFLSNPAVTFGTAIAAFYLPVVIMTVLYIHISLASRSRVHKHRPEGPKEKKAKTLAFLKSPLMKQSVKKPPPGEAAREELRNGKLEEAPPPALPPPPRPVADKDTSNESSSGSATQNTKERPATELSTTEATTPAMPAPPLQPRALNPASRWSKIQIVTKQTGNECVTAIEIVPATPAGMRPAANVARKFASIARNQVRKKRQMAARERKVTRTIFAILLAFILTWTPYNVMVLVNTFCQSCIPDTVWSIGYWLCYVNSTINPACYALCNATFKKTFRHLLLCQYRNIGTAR
M5 PAM: human M5 muscarinic receptor positive allosteric modulators, primary screen, CHO-K1 cells, Fluo-8 calcium fluorescence. Muscarinic acetylcholine receptor M5 (Homo sapiens), P08912. CHO-K1 hM5, ACh EC20 PAM; 0% = ACh EC20, 100% = ACh EC100. activation, % at 3 µM. 0.3% of 360,000 active. AID 624038, 2012;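 active = activation above the run cutoff, the mean activation of all test compounds plus 3 SD, cut at about 18% in these data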
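Assay system: CHO-K1 hM5 cells / Incubation: Fluo-8 loading 80 min at 37 °C plus 30 min room temperature / Technique: Fluo-8 calcium dye fluorescence, kinetic read / Repeats: single replicate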
CRFR2-BP ag: agonists of CRF-BP/CRF-R2 complex, primary screen, cell-based, HEK293, calcium dye fluorescence, uHTS. CRF-binding protein / CRF receptor 2 complex (human). calcium dye fluorescence (FLIPR); percent of saturating CRF peptide response. activation, % at 13.2 µM. 0.46% of 350,000 active. AID 588473, 2011;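 active = activation of at least 50%, plus an integration ratio under a set limit after plate pattern correction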;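 also: plate controls were neutral control wells without compound for no effect and CRF at EC100 for full effect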
M1 antag: human M1 muscarinic receptor antagonists, primary screen, CHO-K1 cells, Fluo-8 calcium fluorescence, 1536-well. CHO-K1 hM1, ACh EC80 antagonist. inhibition, % at 3 µM. 1.3% of 360,000 active. AID 588852, 2011;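 active = percent inhibition above its own plate's cutoff, namely the mean of that plate's compound wells plus 3 SD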;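 also: peak over basal fluorescence ratio during 140 s after agonist addition; 0% = ACh EC80 plus DMSO and 100% = DMSO alone without agonist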
Target sequence (P11229 whole entry, looked up): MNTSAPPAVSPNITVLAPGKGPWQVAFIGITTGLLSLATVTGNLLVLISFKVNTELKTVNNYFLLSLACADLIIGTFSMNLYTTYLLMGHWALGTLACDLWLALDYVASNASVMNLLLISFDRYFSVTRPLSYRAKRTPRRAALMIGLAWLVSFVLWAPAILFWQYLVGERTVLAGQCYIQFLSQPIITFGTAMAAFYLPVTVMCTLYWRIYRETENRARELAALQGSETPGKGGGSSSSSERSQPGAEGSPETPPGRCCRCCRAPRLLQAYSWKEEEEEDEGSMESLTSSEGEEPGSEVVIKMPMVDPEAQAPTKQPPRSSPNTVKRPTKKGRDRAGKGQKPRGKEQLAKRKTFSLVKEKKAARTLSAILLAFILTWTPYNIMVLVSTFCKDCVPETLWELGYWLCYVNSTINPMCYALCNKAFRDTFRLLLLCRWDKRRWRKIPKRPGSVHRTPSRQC
M1 PAM: human M1 muscarinic receptor positive allosteric modulators, primary screen, CHO-K1 cells, Fluo-8 calcium fluorescence, 1536-well; Muscarinic acetylcholine receptor M1 (Homo sapiens), P11229; CHO-K1 hM1, ACh EC20; 0% = ACh EC20, 100% = maximal ACh; 0.088% of 360,000 active; activation, % at 3 µM; AID 588819, 2011; in the data active = activation above about 19%, passing the limit was not always enough
M4 antag: human M4 muscarinic receptor antagonists, primary screen, CHO cells, Fluo-8 calcium fluorescence; CHO-hM4 cells, ACh EC80; inhibition, % at 3 µM; 0.73% of 360,000 active; AID 624125, 2012; Muscarinic acetylcholine receptor M4 (Homo sapiens), P08173;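 active = inhibition above its plate's cutoff, the mean inhibition of sample wells plus 3 SD, cut at about 27% in these data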;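 also: 0% = acetylcholine EC80 with DMSO and 100% = DMSO without agonist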
M4 PAM: human M4 muscarinic receptor positive allosteric modulators, primary screen, CHO-K1 cells, Fluo-8 calcium fluorescence; CHO-K1 hM4/Gqi5, ACh EC20; 0% = ACh EC20, 100% = maximal ACh; activation, % at 3 µM; 0.4% of 360,000 active;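 active = activation above its plate's cutoff, the mean activation of sample wells plus 3 SD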; also: some results filed as inactive read as strong as hits
Starred values were filed as active, the others as inactive.

CC(C)=CCCC(C)CN1CCC(O)CC1 (centres undefined) was read as CHRM5 agonist 0, M5 antag -2, M4 ag 1, M5 PAM 0, CRFR2-BP ag -2.6, M1 antag 0, M1 PAM 2, M4 antag -12 and M4 PAM 1.
CC(=O)C1=C(NC(=O)c2ccccc2F)C[C@@H]2[C@H]1C2(C)C was read as CHRM5 agonist -6, M5 antag 2, M4 ag 0, M5 PAM -9, CRFR2-BP ag -0.7, M1 antag -22, M1 PAM -8, M4 antag -2 and M4 PAM -2.
COc1cc2c(cc1OC)C(=O)C(Br)CC2 (centres undefined) was read as CHRM5 agonist 1, M5 antag 3, M4 ag 1, M5 PAM -3, CRFR2-BP ag -2.1, M1 antag -15, M1 PAM 6, M4 antag -7 and M4 PAM 10.
Screening N#Cc1nc(-c2ccc(OCc3ccccc3)cc2)oc1N1CCOCC1 returned CHRM5 agonist 2, M5 antag 6, M4 ag 1, M5 PAM -7, CRFR2-BP ag -2.0, M1 antag -2, M1 PAM 1, M4 antag -9 and M4 PAM 0.
Screening COC(C[C@H]1O[C@@H]1[C@H](O)COCc1ccccc1)OC returned CHRM5 agonist 4, M5 antag 2, M4 ag 1, M5 PAM 1, CRFR2-BP ag -0.7, M1 antag 0, M1 PAM 1, M4 antag -1 and M4 PAM 15.
For CCC(=O)N1CCc2cc(S(=O)(=O)CCC(=O)N(C)c3ccc(OC)cc3OC)ccc21 the results were CHRM5 agonist -2, M5 antag -7, M4 ag 1, M5 PAM 5, CRFR2-BP ag -0.3, M1 antag -8, M1 PAM 3, M4 antag 3 and M4 PAM -4.
CC(=O)Oc1ccccc1C1=NN(C(C)=O)C(c2ccccc2)C1 (centres undefined) was read as CHRM5 agonist -1, M5 antag 7, M4 ag 1, M5 PAM -5, CRFR2-BP ag -0.4, M1 antag -2, M1 PAM 6, M4 antag 7 and M4 PAM -2.
COc1cc(/C=N/Nc2nc(C)cc(C)n2)cc(OC)c1OC was read as CHRM5 agonist -2, M5 antag -2, M4 ag 1, M5 PAM 6, CRFR2-BP ag 2.2, M1 antag -2, M1 PAM 4, M4 antag 9 and M4 PAM -4.
Screening CC(=O)Nc1ccc(NC(=O)CSc2nc3nc(-c4cccs4)cc(C(F)(F)F)c3c(=O)[nH]2)cc1 returned CHRM5 agonist 2, M5 antag 1, M4 ag 1, M5 PAM 5, CRFR2-BP ag 0.9, M1 antag -21, M1 PAM 17, M4 antag -2 and M4 PAM 11.
O=C(NC(=S)Nc1ccccc1Br)c1cccnc1 was read as CHRM5 agonist 6, M5 antag -6, M4 ag 1, M5 PAM -1, CRFR2-BP ag 0.1, M1 antag -14, M1 PAM 6, M4 antag 14 and M4 PAM -7.
`CC1(c2nc3ccccc3[nH]2)CCC(=O)N1C1CC1` (centres undefined) gave CHRM5 agonist 2, M5 antag -6, M4 ag 1, M5 PAM 4, M1 antag -15, M1 PAM -1, M4 antag -8 and M4 PAM 0.
`COc1ccc(N2CCN(c3cc(C(=O)Nc4cc(OC)c(OC)c(OC)c4)ncn3)CC2)cc1OC` gave CHRM5 agonist 3, M5 antag -2, M4 ag 15, M5 PAM -7, M1 antag -6, M1 PAM -3, M4 antag -26 and M4 PAM -6.
CCc1ccc(OCC(=O)NC2CC(C)(C)NC(C)(C)C2)cc1 was read as CHRM5 agonist -6, M5 antag 12, M4 ag 1, M5 PAM 4, CRFR2-BP ag 2.3, M1 antag -4, M1 PAM 6, M4 antag 2 and M4 PAM 1.
CCCCn1c(N)c(N(CC(C)C)C(=O)c2ccc(Br)o2)c(=O)[nH]c1=O was read as CHRM5 agonist -2, M5 antag 9, M4 ag 0, M5 PAM 4, CRFR2-BP ag 3.7, M1 antag -12, M1 PAM 8, M4 antag -6 and M4 PAM 12.
For O=C(/C=C/Nc1ccc(S(=O)(=O)Nc2ncccn2)cc1)c1ccc(Cl)c(Cl)c1 the results were CHRM5 agonist -1, M5 antag 2, M4 ag 2, M5 PAM -5, CRFR2-BP ag -2.5, M1 antag -10, M1 PAM 9, M4 antag 2 and M4 PAM 9.
`Cc1cc2c(c(=O)n1CCCn1ccnc1)C(c1ccco1)C(C#N)=C(N)O2` (centres undefined) gave CHRM5 agonist -8, M5 antag -4, M4 ag 0, M5 PAM -1, CRFR2-BP ag 3.8, M1 antag 11, M1 PAM -18, M4 antag -10 and M4 PAM 7.
For COC(=O)c1c(NC(=O)c2ccoc2C)sc2c1CCC2 the results were CHRM5 agonist -1, M5 antag -8, M4 ag 0, M5 PAM 0, CRFR2-BP ag -2.0, M1 antag 4, M1 PAM 3, M4 antag -3 and M4 PAM 5.
`C=CCc1ccccc1OCC(=O)NNC(=S)NCc1ccccc1` gave CHRM5 agonist -8, M5 antag 11, M4 ag 2, M5 PAM -17, CRFR2-BP ag 1.5, M1 antag 7, M1 PAM -12, M4 antag 1 and M4 PAM -12.
For CCN(CC)S(=O)(=O)c1cccc(-c2nnc(SCc3nnc(-c4ccccc4)o3)n2C)c1 the results were CHRM5 agonist -4, M5 antag 2, M4 ag 5, M5 PAM -4, CRFR2-BP ag -1.4, M1 antag -3, M1 PAM 3, M4 antag 1 and M4 PAM 3.
`Cc1cc(CC(C)C)n(-c2nc3ccccc3c(=O)n2OCC(=O)N(C)C)n1` gave CHRM5 agonist -1, M5 antag 6, M4 ag 1, M5 PAM 2, CRFR2-BP ag -3.1, M1 antag -6, M1 PAM -1, M4 antag 3 and M4 PAM 15.
O=S(=O)(Cc1ccccc1)C(c1ccccc1)S(=O)(=O)Cc1ccccc1 was read as CHRM5 agonist 4, M5 antag -2, M4 ag 5, M5 PAM -3, CRFR2-BP ag 0.0, M1 antag -4, M1 PAM -2, M4 antag -8 and M4 PAM -4.
COc1ccc(CNC(=O)N2CCc3ccccc3C2)cc1 was read as CHRM5 agonist -4, M5 antag 12, M4 ag -1, M5 PAM -2, CRFR2-BP ag 1.9, M1 antag -10, M1 PAM 7, M4 antag 6 and M4 PAM -9.
For c1ccc(-c2csc3ncn4nnnc4c23)cc1 the results were CHRM5 agonist -3, M5 antag -4, M4 ag 0, M5 PAM 8, CRFR2-BP ag -1.6, M1 antag -3, M1 PAM 7, M4 antag 5 and M4 PAM 10.
COc1ccc(C(=O)CN2Cc3ccccc3C2=N)cc1 was read as CHRM5 agonist -6, M5 antag 9, M4 ag 1, M5 PAM -4, CRFR2-BP ag 1.4, M1 antag 21, M1 PAM -10, M4 antag 2 and M4 PAM -16.
`CC(C)CN1CCCC(N2CCN(c3cccc(Cl)c3)CC2)C1` (centres undefined) gave CHRM5 agonist -4, M5 antag 3, M4 ag 1, M5 PAM 3, CRFR2-BP ag 0.0, M1 antag 0, M1 PAM -4, M4 antag 2 and M4 PAM -3.
For CCn1cc(C=C2C(=O)c3ccccc3C2=O)c2ccccc21 the results were CHRM5 agonist -2, M5 antag 4, M4 ag 1, M5 PAM 5, CRFR2-BP ag 196*, M1 antag 10, M1 PAM -4, M4 antag 1 and M4 PAM 0.
CC(C)Cn1c(N)c(C(=O)CSc2ccccc2)c(=O)n(C)c1=O was read as CHRM5 agonist 9, M5 antag 7, M4 ag 20, M5 PAM -17, CRFR2-BP ag 0.6, M1 antag 16, M1 PAM -13, M4 antag 7 and M4 PAM -20.
O=C1C=C(c2ccccc2)OC2(CCCC2)O1 was read as CHRM5 agonist -2, M5 antag 5, M4 ag -1, M5 PAM -3, CRFR2-BP ag -1.2, M1 antag -5, M1 PAM 4, M4 antag 0 and M4 PAM -5.
OC(c1ccccc1)(c1ccccc1)C1CCN(CCCOc2cccc(OC(F)(F)F)c2)CC1 was read as CHRM5 agonist 0, M5 antag 5, M4 ag 17, M5 PAM -16, M4 antag 32* and M4 PAM -13.
Screening CC(=O)N1CCN=C1SCc1cccc(C(F)(F)F)c1 returned CHRM5 agonist -1, M5 antag -8, M4 ag 0, M5 PAM 5, CRFR2-BP ag 1.0, M1 antag -15, M1 PAM 5, M4 antag 5 and M4 PAM 2.

Compounds above that contain a cyano group, in the order listed:
Screening N#Cc1nc(-c2ccc(OCc3ccccc3)cc2)oc1N1CCOCC1 returned CHRM5 agonist 2, M5 antag 6, M4 ag 1, M5 PAM -7, CRFR2-BP ag -2.0, M1 antag -2, M1 PAM 1, M4 antag -9 and M4 PAM 0.
`Cc1cc2c(c(=O)n1CCCn1ccnc1)C(c1ccco1)C(C#N)=C(N)O2` (centres undefined) gave CHRM5 agonist -8, M5 antag -4, M4 ag 0, M5 PAM -1, CRFR2-BP ag 3.8, M1 antag 11, M1 PAM -18, M4 antag -10 and M4 PAM 7.

Arranged by molar mass (low to high): some entries from above
CC(C)Cn1c(N)c(C(=O)CSc2ccccc2)c(=O)n(C)c1=O was read as CHRM5 agonist 9, M5 antag 7, M4 ag 20, M5 PAM -17, CRFR2-BP ag 0.6, M1 antag 16, M1 PAM -13, M4 antag 7 and M4 PAM -20.
`C=CCc1ccccc1OCC(=O)NNC(=S)NCc1ccccc1` gave CHRM5 agonist -8, M5 antag 11, M4 ag 2, M5 PAM -17, CRFR2-BP ag 1.5, M1 antag 7, M1 PAM -12, M4 antag 1 and M4 PAM -12.
O=S(=O)(Cc1ccccc1)C(c1ccccc1)S(=O)(=O)Cc1ccccc1 was read as CHRM5 agonist 4, M5 antag -2, M4 ag 5, M5 PAM -3, CRFR2-BP ag 0.0, M1 antag -4, M1 PAM -2, M4 antag -8 and M4 PAM -4.

More compounds:
For O=C(Nc1ccn(C2CC(OC(=O)c3ccccc3)C(CO)O2)c(=O)n1)c1ccccc1 (centres undefined) the results were CHRM5 agonist 0, M5 antag 17, M4 ag 11, M5 PAM -17, CRFR2-BP ag -0.6, M1 antag -7, M1 PAM 1, M4 antag -5 and M4 PAM -3.
`COc1ccc(S(=O)(=O)NC(C)C(=O)NCc2ccncc2)cc1C` (centres undefined) gave CHRM5 agonist -5, M5 antag 4, M4 ag 0, M5 PAM -4, CRFR2-BP ag 1.9, M1 antag 6, M1 PAM -1, M4 antag -13 and M4 PAM 3.
For CN(CCc1ccccc1)C(=O)c1cccc(NC(=O)Cc2cccc(NC(=O)C3CCN(C(=O)C4CCCCC4)CC3)c2)c1 the results were CHRM5 agonist -1, M5 antag -1, M4 ag -1, M5 PAM -3, CRFR2-BP ag 1.4, M1 antag 1, M1 PAM -2, M4 antag -2 and M4 PAM -4.
Screening CCOC(=O)c1sc(NC(=O)CSc2nc3c(c(=O)n2-c2ccc(C)cc2)SCC3)c(C(=O)OCC)c1C returned CHRM5 agonist 2, M5 antag 1, M4 ag 1, M5 PAM -2, CRFR2-BP ag 14, M1 antag -16, M1 PAM 9, M4 antag -11 and M4 PAM 4.
